A3A deaminase: blocks human APOBEC3A ssDNA deamination; P31941; recombinant A3A, FAM/TAMRA ssDNA deamination fluorescence; hit rate 0.41% among 330,000; inhibition, % at 20 µM;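 active = at least 40% inhibition at 20 µM here, with at most 30% in a related deaminase screen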;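 also: plate controls were A3A with DMSO for no effect and wells lacking A3A enzyme for full effect; some results filed as inactive read as strong as hits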
Target sequence (P31941 whole entry, looked up): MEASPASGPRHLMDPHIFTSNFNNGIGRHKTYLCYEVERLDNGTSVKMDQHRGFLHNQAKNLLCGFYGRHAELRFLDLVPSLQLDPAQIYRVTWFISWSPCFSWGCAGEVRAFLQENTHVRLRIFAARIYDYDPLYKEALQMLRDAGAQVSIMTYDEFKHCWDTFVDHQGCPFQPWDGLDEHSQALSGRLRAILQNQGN
HKDC1 inhibitor: inhibitors of human hexokinase HKDC1; hit rate 0.16% among 340,000; recombinant HKDC1, G6PDH/diaphorase resazurin coupled fluorescence; Q2TB90; inhibition, % at 20 µM;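 active = inhibition above about 35% when tested at 20 µM, limit read from the data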;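 also: plate controls were DMSO wells with enzyme for no effect and DMSO wells lacking enzyme for full effect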
Target sequence (Q2TB90 whole entry, looked up): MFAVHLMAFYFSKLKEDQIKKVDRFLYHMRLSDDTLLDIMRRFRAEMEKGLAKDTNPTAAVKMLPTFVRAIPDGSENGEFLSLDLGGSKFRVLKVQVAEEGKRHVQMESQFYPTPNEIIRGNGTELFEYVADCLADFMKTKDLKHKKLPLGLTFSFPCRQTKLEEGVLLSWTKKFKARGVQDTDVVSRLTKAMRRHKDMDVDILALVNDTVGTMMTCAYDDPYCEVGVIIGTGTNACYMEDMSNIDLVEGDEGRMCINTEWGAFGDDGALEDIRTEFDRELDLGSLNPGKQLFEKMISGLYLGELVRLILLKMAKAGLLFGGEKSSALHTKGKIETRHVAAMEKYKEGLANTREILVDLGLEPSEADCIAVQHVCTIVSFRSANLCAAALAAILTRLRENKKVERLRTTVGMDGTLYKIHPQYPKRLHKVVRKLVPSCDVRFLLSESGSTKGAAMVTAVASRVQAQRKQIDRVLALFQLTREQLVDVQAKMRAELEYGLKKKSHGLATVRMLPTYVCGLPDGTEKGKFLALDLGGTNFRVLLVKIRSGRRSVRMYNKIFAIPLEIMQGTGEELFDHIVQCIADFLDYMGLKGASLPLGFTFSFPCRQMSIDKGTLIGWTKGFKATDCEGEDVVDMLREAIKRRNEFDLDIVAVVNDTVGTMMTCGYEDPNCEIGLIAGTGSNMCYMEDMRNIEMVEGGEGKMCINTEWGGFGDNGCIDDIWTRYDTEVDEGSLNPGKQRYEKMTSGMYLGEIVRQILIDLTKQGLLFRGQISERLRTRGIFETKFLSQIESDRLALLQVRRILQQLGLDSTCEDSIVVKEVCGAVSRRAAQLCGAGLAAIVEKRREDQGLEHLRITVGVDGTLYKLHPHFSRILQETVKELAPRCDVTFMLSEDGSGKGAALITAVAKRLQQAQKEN
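Material: recombinant HKDC1 hexokinase; Amount: HKDC1 at 5 µg/mL; Medium: Tris pH 8.0 buffer with MgCl2, Tween-20, BSA, BME; Schedule: 90 min reaction incubation at room temperature, dark; Technique: coupled resazurin fluorescence, excitation 525 nm, emission 613 nm.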
hIAP act: increases human intestinal alkaline phosphatase activity. hit rate 0.16% among 330,000. activation factor at 10 µM. AID 2524. purified human IAP, CDP-Star luminescence, 30 min; stronger effect = higher value; 1 = vehicle-only enzyme, 0 = enzyme-free background;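 active = activation factor of the enzyme at least 2-fold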; also: the source names both 10 and 20 µM as test concentration; values of inactives mirror those of a sister screen read the other way
PfG6PD inh: PfG6PD (Plasmodium falciparum) enzyme inhibition | PfGluPho enzyme, NADPH resazurin-diaphorase fluorescence | inhibition, % at 20 µM | hit rate 0.78% among 350,000 | AID 504690;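 active = inhibition reaching at least a set limit at 20 µM in the primary screen, cut at about 59% in these data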;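 also: 0% = DMSO wells with substrate and 100% = DMSO wells lacking glucose-6-phosphate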
mIAP inh: mouse IAP inhibition; purified mouse IAP, CDP-Star luminescence, 30 min; inhibition, % at 10 µM; hit rate 0.2% among 330,000;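 active = inhibition of at least 40% at 10 µM in the primary screen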;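 also: plate controls were DMSO with enzyme for no effect and no enzyme wells for full effect; values of inactives mirror those of a sister screen read the other way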
ATG4B inhibitor: inhibitors of human ATG4B cysteine protease; hit rate 0.51% among 340,000; Q9Y4P1; inhibition, % at 8.33 µM; ATG4B cleavage of LC3-PLA2, NBD-HPC fluorescence, 1 h; in the data active = inhibition above about 40%
mIAP act: increases mouse intestinal alkaline phosphatase activity. muIAP, CDP-Star luminescence, 30 min; stronger effect = higher value; 1 = vehicle-only enzyme signal, 0 = enzyme-free wells. activation factor at 10 µM. hit rate 0.24% among 330,000;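 active = activation factor of at least 2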; also: the source names both 10 and 20 µM as test concentration; values of inactives mirror those of a sister screen read the other way
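Assay system: mouse IAP enzyme / Compound: DMSO-dissolved test compounds / Timing: 30 min, room temperature / Measured by: luminescence from enzymatic CDP-Star hydrolysis / Control set: DMSO-only wells, enzyme-free buffer wells as negative control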
hIAP block: blocks human intestinal alkaline phosphatase. purified IAP, CDP-Star luminescence, 30 min. inhibition, % at 10 µM. hit rate 0.12% among 330,000. AID 2544;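 active = inhibition reaching a set limit with compound at 10 µM in the primary screen, cut at about 35% in these data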;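 also: plate controls were DMSO wells with enzyme for no effect and no-enzyme buffer wells for full effect; values of inactives mirror those of a sister screen read the other way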
An asterisk follows results filed as active; · = no result given. Compounds were not picked by outcome; any-hit rate near 2.4%.

SMILES	A3A deaminase	HKDC1 inhibitor	hIAP act	PfG6PD inh	mIAP inh	ATG4B inhibitor	mIAP act	hIAP block
CCOC(=O)C1(Cc2cccc(OC)c2)CCCN(S(=O)(=O)N(C)C)C1 (stereo not given)	-4	-5	1.5	16	-8	-4	1.1	-47
CC(=O)c1ccc(N2CCN(c3ccc(S(=O)(=O)N4CCN(C)CC4)cn3)CC2)cc1	-3	-2	1.1	-1	3	-12	0.97	-9
CC1CCN(S(=O)(=O)c2ccc(C(C)C)cc2)CC1	-4	-6	1.1	-18	7	2	0.93	-11
C/C(=N\NC(=O)c1ccco1)c1ccc(NC(=O)C(F)(F)F)cc1	3	-3	1.1	3	-2	-1	1	-12
C=CCNC(=O)c1ccc(-c2nc3ccccc3nc2-c2ccccc2)cc1	-1	3	0.94	11	1	13	0.99	6
O=C(NC(=S)NCCCN1CCOCC1)c1ccc(Br)cc1	0	-14	1.1	-4	-8	-2	1.1	-5
CCC(=O)NC(=S)Nc1ccc(NC(=O)COc2ccc(Cl)c(C)c2)cc1	-3	5	1.1	-10	7	4	0.93	-10
O=C(CSc1nnc(-c2c[nH]c3ccccc23)o1)N1c2ccccc2CCc2ccccc21	-1	-6	0.9	12	-41	4	1.4	10
Cc1onc(-c2c(F)cccc2Cl)c1C(=O)Nc1nc2c(s1)CCCC2	-1	9	1	-2	7	21	0.93	-1
CS(=O)(=O)N1CCc2cc(C(=O)Nc3ccccc3Cl)ccc21	-3	-7	0.91	2	0	6	1	10
COc1ccccc1NC(=O)Nc1ccncc1	2	-4	1.3	-8	-5	0	1.1	-30
COc1ccc(-n2cnc3cc(NS(=O)(=O)c4ccc(C)cc4)ccc32)cc1	-3	·	1	·	7	·	0.93	-3
O=C(/C=C/c1ccc([N+](=O)[O-])cc1)Oc1ccc(/C=N/NC(=O)c2ccncc2)cc1	5	12	1.1	-8	4	0	0.96	-9
CCOC(=O)CNC(=O)CSc1nnc(SCC(=O)NCC(=O)OCC)s1	-3	1	0.91	2	6	9	0.94	9
COc1ccc(NC(=O)n2ncc3c(C)cccc32)cc1	2	2	1	69*	0	7	0.99	-2
CC(=O)N(c1cccc(C)c1)C1SC(=O)N(c2ccccc2)C1=O (stereo not given)	-2	-2	0.99	-8	-34	-9	1.3	1
COc1cc(NC(=O)c2cc([N+](=O)[O-])ccc2NC(=O)CNC2CCCCC2)cc(OC)c1	2	-2	0.92	21	10	-4	0.9	8
COc1ccccc1C(=O)NCCC(=O)N1CC=C(c2ccccc2)CC1	-2	-2	1	-6	1	5	0.99	-2
C[C@H]1CN=C(Nc2ccccc2)N1CC1CCCCC1	1	-4	1.1	0	-3	-2	1	-11
COc1ccccc1NS(=O)(=O)c1cccc(C(=O)N/N=C/c2ccc(C)o2)c1	1	-1	0.94	-6	14	-5	0.86	6
CCN(CC)S(=O)(=O)c1ccc(-c2nnc(SCC(=O)N3c4ccccc4CC3C)o2)cc1 (stereo not given)	2	-1	1.2	-5	3	12	0.97	-20
O=C(CCc1nnc(-c2ccc3c(c2)OCO3)o1)N1CCC(c2ccc(F)cc2)C1 (stereo not given)	1	-6	1	-6	4	19	0.96	-1
CCn1c(NCCO)nc2c(c1=O)C(C)(CC)Cc1ccccc1-2 (stereo not given)	0	0	0.97	-9	2	6	0.98	3
CC(C)C(c1nnnn1C1CCCC1)N1CCCCC1 (stereo not given)	-1	4	1.1	-10	-16	-3	1.2	-10
N#Cc1c2n(c3c(-c4ccccc4)ncnc13)CCC2	-2	3	0.94	-4	-4	2	1	6
C=CCn1c(C)cc(C(=O)COC(=O)c2ccc3c(c2)NC(=O)CS3)c1C	7	-7	0.95	32	1	-37	0.99	4
CCOc1ccc(C(C(=O)NCC2CCCO2)N(C(=O)c2snc(C(N)=O)c2N)c2ccc3c(c2)OCCO3)cc1 (stereo not given)	-1	7	0.84	10	4	1	0.96	16
COc1cc(NC(=O)COc2cccc3c2OC(C)(C)C3)cc(OC)c1OC	-2	1	0.91	-16	-5	-3	1.1	10
C[C@H](CO)N1C[C@H](C)[C@@H](CN(C)C(=O)Nc2ccc(C(F)(F)F)cc2)Oc2ccc(NS(=O)(=O)c3ccccc3)cc2C1=O	1	3	1	-3	10	-8	0.9	-4
O=C(Cc1ccccc1)Nc1ccccc1N1CCCC1	0	-3	0.91	-16	1	13	0.99	9
O=C(CNC(=O)Cc1ccccc1)NCc1cccc(C(F)(F)F)c1	-3	0	1.1	-2	-3	3	1	-6
CC1(c2ccc(Cl)cc2Cl)NC(=O)N(CC(=O)Nc2cccnc2Cl)C1=O (stereo not given)	1	-10	1.1	1	6	-2	0.94	-7
CCCCNC(=O)CNC(=O)c1nn(-c2ccc(OC)cc2)c(=O)c2ccccc12	-1	-3	1.1	-7	12	-2	0.88	-10
COc1ccc(CCNC(=O)C2CC(c3c(Cl)cccc3Cl)=NO2)cc1 (stereo not given)	-5	-3	0.97	2	-2	-5	1	3
CC1(C)Cc2noc(N)c2C(C)(C)N1OC(=O)c1cccs1	5	-5	1	8	6	-11	0.94	0
O=C1CCCN1CCC1CCCCN1Cc1nc(COc2ccccc2)no1 (stereo not given)	3	3	1.1	-9	5	9	0.95	-7
CN(C(=O)COC(=O)/C=C/c1cccs1)c1c(N)n(Cc2ccccc2)c(=O)[nH]c1=O	1	0	0.97	-21	-9	1	1.1	3
COc1ccc(CCNS(=O)(=O)c2cc3c(cc2C)NC(=O)CO3)cc1OC	1	-5	0.92	-3	4	-11	0.96	8
CCN(C(=O)CSc1ncccn1)C1CCS(=O)(=O)C1 (stereo not given)	4	-4	1	0	1	-7	0.99	-1
CCOC(=O)CNC(=O)c1ccc(C)cc1	0	-6	1.1	-11	-8	-7	1.1	-6
COc1cc(NC(=S)NC(=O)c2ccccc2F)ccc1NC(=O)c1cccs1	3	-2	0.95	-4	0	3	1	4
CC(C)C1Oc2ccccc2C(=O)N(CC(=O)c2ccc3c(c2)OCCO3)C1=O (stereo not given)	-5	0	1.3	13	10	-3	0.9	-28
COc1cc2c(cc1OC)C(c1ccccc1)N(C(=O)c1ccccc1F)CC2 (stereo not given)	0	1	1	2	0	-7	1	-2
CCc1ccc(S(=O)(=O)N2c3ccc(C)cc3C3CN(C)CCC32)cc1 (stereo not given)	-4	-4	0.84	-5	-6	-3	1.1	16
O=C(NC12CC3CC(CC(C3)C1)C2)C1CC(=O)N(c2ccccc2)C1 (stereo not given)	3	-1	1.1	-5	-3	-7	1	-11
CC1=C(C(=O)N2CCN(C(=O)c3ccco3)CC2)C2(CCC(C)CC2)OC1=O (stereo not given)	-2	-6	0.92	7	5	-4	0.95	8
Cc1cc(NC(=O)CS(=O)(=O)Cc2ccccc2)no1	0	-2	0.86	-9	-1	13	1	14
Cn1nc(C(=O)Nc2nc(-c3ccccn3)cs2)c2ccccc2c1=O	1	3	1.3	58	16	-5	0.84	-30
COc1ccc(S(=O)(=O)Nc2ccc3c(c2)N(C(C)=O)CCC3)cc1OC	-1	-2	1.1	-24	-4	-6	1	-5
COc1ccc(NCC(=O)Nc2ccc(Br)cc2F)c(OC)c1	-4	13	0.93	36	11	14	0.89	7

3 compounds out of the list, sorted by molar mass, descending:
SMILES	A3A deaminase	HKDC1 inhibitor	hIAP act	PfG6PD inh	mIAP inh	ATG4B inhibitor	mIAP act	hIAP block
CC(C)C1Oc2ccccc2C(=O)N(CC(=O)c2ccc3c(c2)OCCO3)C1=O (stereo not given)	-5	0	1.3	13	10	-3	0.9	-28
CC1=C(C(=O)N2CCN(C(=O)c3ccco3)CC2)C2(CCC(C)CC2)OC1=O (stereo not given)	-2	-6	0.92	7	5	-4	0.95	8
Cn1nc(C(=O)Nc2nc(-c3ccccn3)cs2)c2ccccc2c1=O	1	3	1.3	58	16	-5	0.84	-30

The list goes on.
SMILES	A3A deaminase	HKDC1 inhibitor	hIAP act	PfG6PD inh	mIAP inh	ATG4B inhibitor	mIAP act	hIAP block
CCC(=O)N(c1ccc(F)cc1)C1C=CS(=O)(=O)C1 (stereo not given)	3	-3	0.87	5	-1	-8	1	13
CSc1nnc(-c2cc(Br)ccc2N=Cc2c(C)[nH]n(-c3ccccc3)c2=O)c(=O)[nH]1	0	4	0.98	1	13	1	0.87	2
COC(=O)c1cc(Cl)c(NC(=O)c2ccc(C(C)(C)C)cc2)cc1OC	3	-1	0.87	23	7	-2	0.93	13
Cc1cc(OCC(=O)NC(C)C)cc(C)c1Cl	-3	-5	1.2	-13	-4	0	1	-18
Cc1nc2sc(C#N)c(N)c2c2c1CCCC2	-3	-5	1.3	-12	-6	0	1.1	-28
Cc1ccc(N(CC(=O)NCC2CCCO2)C(=O)CCC(=O)Nc2ccccn2)cc1C (stereo not given)	0	1	1.2	7	-8	-10	1.1	-16
O=C(Cn1cncn1)N/N=C/c1cccc2ccccc12	0	-8	0.98	29	8	-7	0.92	2
Cc1cc(C)cc(C(=O)NC(CC(N)=O)c2ccc(N3CCC(Br)CC3)c([N+](=O)[O-])c2)c1 (stereo not given)	1	3	0.93	-7	4	1	0.95	7
Cc1cccc(Cl)c1NC(=O)N1CCCN(c2nc3ccc(Cl)cc3s2)CC1	3	-4	1.2	-2	-14	-2	1.1	-15
COCc1cc(=O)[nH]c(=S)[nH]1	-3	-4	1	-5	-14	-4	1.1	-1
COc1cccc(C(=O)NC(C)c2ccc(-c3ccccc3)cc2)c1OC (stereo not given)	1	2	0.95	13	-3	5	1	5
O=C1c2cccnc2C(=O)N1Cc1ccc(S(=O)(=O)N2CCN(c3ccc(Cl)cc3)CC2)cc1	0	2	1.2	-4	-8	-6	1.1	-23
Cc1cc(=O)oc2cc(OCC(=O)NC3CC(C)(C)NC(C)(C)C3)c(Cl)cc12	-2	-7	1.2	-7	-9	-2	1.1	-16
CCC(=O)N1CCC(NC(=O)Nc2ccc(OC(F)(F)F)cc2)CC1	1	0	1.2	-1	-13	-1	1.1	-23
O=S(=O)(c1ccccc1F)N1CCC(Oc2ccc(-n3cnnn3)cc2)CC1	-2	6	1.1	11	-7	-12	1.1	-12
CCN(c1ccccc1)S(=O)(=O)c1ccc(C(=O)N2CC(C)CC(C)C2)cc1 (stereo not given)	4	-5	1.1	11	10	32	0.9	-12
O=C(NCCCN1CCOCC1)c1cc(-c2ccc(Cl)s2)nc2ccccc12	-1	-5	1.1	-6	4	-2	0.96	-5
COc1cc(N)c(Cl)cc1C(=O)OCC(=O)N1c2ccccc2NC(=O)C1(C)C	2	-37	1.1	-41	-4	-1	1	-10
Cc1cc(NS(=O)(=O)c2ccc(NC(=O)/C=C/c3ccccc3)cc2)no1	-3	-1	1.1	-29	-1	-7	1	-10
COc1ccc(CC(=O)OC(C)C(=O)Nc2ccc(Cl)cn2)cc1 (stereo not given)	0	-5	0.95	5	-11	-10	1.1	5
CC(Sc1ncnc2c1cnn2-c1ccccc1)C(=O)Nc1ccc(N2CCOCC2)cc1 (stereo not given)	-1	-2	1.1	-13	4	4	0.96	-7
CN(C)c1ccc(NC(=O)Nc2ccc3snnc3c2)cc1	-6	-5	1.2	6	-4	0	1	-16
CNC(=S)Nc1cccc(-c2cnc3ccccc3n2)c1	-1	2	0.86	2	-4	5	1	14

Some entries already given, limited to mIAP act, PfG6PD inh and HKDC1 inhibitor:
SMILES	mIAP act	PfG6PD inh	HKDC1 inhibitor
COc1cccc(C(=O)NC(C)c2ccc(-c3ccccc3)cc2)c1OC (stereo not given)	1	13	2
O=C1c2cccnc2C(=O)N1Cc1ccc(S(=O)(=O)N2CCN(c3ccc(Cl)cc3)CC2)cc1	1.1	-4	2
